Screening results deposited in PubChem by several laboratories.
L929 necroptosis: blocks zVAD induced death of L929 cells. L929 zVAD necroptosis rescue, ATP luminescence, 24 h; with zVAD 60 µM. viability rescue, % at 10 µM. actives 0.38% (n = 220,000);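 active = activation, scaled between plate controls, above about 75%, limit read from the data; inactive = activation under that limit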;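 also: 0% = zVAD with DMSO and 100% = DMSO alone without zVAD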
FXIIa inh 1536: factor XIIa (human) inhibition. purified FXIIa, Boc-QGR-AMC fluorogenic substrate, 2 h. inhibition, % at 5 µM. actives 0.3% (n = 220,000). AID 800; in the data active = inhibition above about 40%;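 also: 0% = enzyme with no compound and 100% = blank without enzyme; many of its hits are not listed in these tables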
Hck-Nef inh: inhibitors of human Hck kinase activated by Nef | AID 463187 | inhibition, % at 20 µM | actives 0.68% (n = 220,000) | Recombinant Hck-YEEI plus Nef, Z-Lyte FRET kinase assay | P08631;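 active = Hck-Nef kinase inhibition above about 50%, limit read from the data; inactive = inhibition below that limit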;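 also: 0% = DMSO with Hck plus Nef and 100% = Hck alone without Nef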
Target sequence (P08631 whole entry, looked up): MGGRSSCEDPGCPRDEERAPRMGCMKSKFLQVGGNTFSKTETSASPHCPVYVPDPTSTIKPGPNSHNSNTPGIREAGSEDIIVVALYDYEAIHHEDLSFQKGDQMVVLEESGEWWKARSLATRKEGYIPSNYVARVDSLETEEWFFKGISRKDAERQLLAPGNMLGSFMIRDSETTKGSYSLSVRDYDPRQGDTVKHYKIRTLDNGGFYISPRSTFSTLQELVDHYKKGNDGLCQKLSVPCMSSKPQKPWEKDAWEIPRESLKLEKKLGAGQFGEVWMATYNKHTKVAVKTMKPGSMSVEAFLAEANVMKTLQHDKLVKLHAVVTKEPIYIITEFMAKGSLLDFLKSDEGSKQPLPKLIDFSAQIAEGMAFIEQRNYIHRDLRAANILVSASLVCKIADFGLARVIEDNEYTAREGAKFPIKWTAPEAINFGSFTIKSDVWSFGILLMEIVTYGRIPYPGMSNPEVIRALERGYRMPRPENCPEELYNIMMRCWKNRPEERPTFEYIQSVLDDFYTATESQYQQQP
KLK5 inh: inhibitors of human kallikrein 5. Q9Y337. recombinant hK5, fluorogenic AMC substrate cleavage. inhibition, % at 5 µM. actives 0.59% (n = 210,000);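 active = inhibition of 40% or more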;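 also: 0% = enzyme controls without compound and 100% = no-enzyme blanks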
Target sequence (Q9Y337 67-293 limits assumed): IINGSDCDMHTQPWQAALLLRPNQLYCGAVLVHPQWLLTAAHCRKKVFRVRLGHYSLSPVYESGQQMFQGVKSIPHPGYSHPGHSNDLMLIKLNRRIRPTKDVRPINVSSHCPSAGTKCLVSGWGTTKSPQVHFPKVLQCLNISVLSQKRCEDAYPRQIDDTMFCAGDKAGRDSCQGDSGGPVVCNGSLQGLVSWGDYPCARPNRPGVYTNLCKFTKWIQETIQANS
Rad51 HR inh: Rad51 (human) homologous recombination inhibition; AID 1385; hRad51 DNA strand exchange, fluorescence dequenching; inhibition, % at 10 µM; Q06609; actives 0.085% (n = 200,000);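 active = inhibition above 40% at the single screening dose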;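 also: 0% = DMSO control wells and 100% = blanks with heterologous ssDNA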
Target sequence (Q06609 whole entry, looked up): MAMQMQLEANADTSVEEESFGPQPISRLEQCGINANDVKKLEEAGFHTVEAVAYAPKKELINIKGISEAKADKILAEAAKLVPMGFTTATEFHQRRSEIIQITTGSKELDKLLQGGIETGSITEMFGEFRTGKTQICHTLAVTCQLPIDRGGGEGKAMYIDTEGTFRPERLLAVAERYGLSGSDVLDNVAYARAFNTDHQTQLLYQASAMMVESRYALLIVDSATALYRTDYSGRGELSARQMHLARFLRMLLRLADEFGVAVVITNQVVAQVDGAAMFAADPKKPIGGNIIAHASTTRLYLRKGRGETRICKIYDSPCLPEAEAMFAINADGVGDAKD
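System: hRad51 filaments on single-stranded DNA; reagent: Fluorescein- and BHQ1-tagged 47-mer duplex; compound dosing: one concentration, 10 µM final; timing: filaments 15 min 37 °C, then compound 30 min; measured by: fluorescein emission 520 nm, excitation 485 nm; benchmarks: per-plate controls and blanks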
FXIa inh 1536: inhibitors of human coagulation factor XIa; P03951; inhibition, % at 5 µM; purified FXIa, Boc-Glu-Ala-Arg-AMC fluorogenic substrate; actives 0.14% (n = 220,000); AID 798;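 active = inhibition of at least 40%; inactive = inhibition below 40%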;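 also: fluorescence of freed AMC excited at 355 nm; 0% = enzyme without compound and 100% = no enzyme blank; many of its hits are not listed in these tables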
thrombin 1536: thrombin (human) inhibition | P00734 | alpha-thrombin, Boc-VPR-AMC fluorogenic substrate cleavage | AID 1046 | inhibition, % at 5 µM | actives 0.26% (n = 220,000);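 active = inhibition at or above 40%; inactive = inhibition below 40%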;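 also: 0% = enzyme with no compound and 100% = wells without enzyme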
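Material: human alpha-thrombin protein; Also added: Boc-VPR-AMC substrate, 15 µM final; Timing: enzyme reaction carried out at room temperature; Signal: fluorescence, ex 355 nm, em 460 nm; Measure: % inhibition of thrombin; Controls: enzyme without compound as high, wells lacking enzyme as low.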
KCC2 mod: modulates chloride dependent transport by human KCC2; KCC2 cells, thallium flux FluoZin-2 fluorescence; B-score of Tl+ flux slope (higher = more flux/activation; lower = inhibition) at 10 µM; AID 1456; actives 2.2% (n = 190,000);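 active = thallium flux slope and its plate-corrected score both differing from the plate sample mean at a set confidence after two filtering rounds, in either direction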;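 also: slope of fluorescence scaled to starting intensity during 10 to 20 s after thallium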
TNF necrop inh: TNF-alpha cell death inhibition in Jurkat FADD-/- cells | Jurkat FADD-/- TNF necroptosis rescue, ATP luminescence, 24 h; 0 = TNF only, 100 = no-TNF cells | activation (protection from cell death), % at 10 µM | actives 0.068% (n = 220,000) | AID 463075;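 active = activation, meaning protection from cell death, of at least 50% relative to plate controls; inactive = activation below 50%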;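 also: necroptosis triggered by 40 ng/mL TNF-alpha added together with compound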
An asterisk follows results filed as active; . = not tested or not shown; & = joins results of further samples. The list is partial; the hit share may differ from the screen's.

Compound,L929 necroptosis,FXIIa inh 1536,Hck-Nef inh,KLK5 inh,Rad51 HR inh,FXIa inh 1536,thrombin 1536,KCC2 mod,TNF necrop inh
N#Cc1c(/N=C/C2C(=O)NC(=S)NC2=O)sc2c1CCCC2,2.2,8,14,-4,-11,1,.,-1.2,0.5
O=C(COc1ccc(Br)cc1)N1CCN(Cc2c[nH]c3ccccc23)CC1,0.1,-16,-20,-11,.,-4,-5,0.017,-12
C1CC2NCCC3NCCC(N1)N32 (centres undefined),0.6,7,17,-2,26,-2,-4,-0.94,0.9
CN(C)c1ccc(/C=C2\CC3C4CC=C5CC(O)CCC5(C)C4CCC3(C)C2=O)cc1 (centres undefined),2.1,-1,0,5,2,4,-8,0.0026,2.9
CCOc1cc(CNCCc2c[nH]c3ccccc23)cc(Cl)c1OC,1.1,3,22,-6,-4,-4,-7,-0.21,6.0
CC(C)(C)N(NC(=O)c1ccccc1)C(=O)c1ccccc1,-0.3,16,1,-8,-6,0,0,.,-3.1
Cc1sc(-n2c(C)cc(C=C3C(=O)NC(=O)NC3=O)c2C)c(C#N)c1C,-0.7,12,-61,-13,-18,6,-2,-0.22,-2.2
CN1c2ccc([N+](=O)[O-])cc2CC2(C(=O)NC(=O)N(c3ccc(Br)cc3)C2=O)C1c1ccccc1 (centres undefined),0.3,6,1,3,-8,8,-2,-1.8,2.5
Cc1cc(C(=O)Nc2ccc3c(c2)OCCO3)nn1C(C)(C)C,1.9,8,13,3,12,4,3,-0.51,-1.1
CC(=O)CC(=O)C1C(=O)N(C)C(=O)N(C)C1=O,3.1,3,24,-2,0,-1,.,0.11,1.8
O=c1[nH]c(O)c(N=Nc2ccc3c(c2)OCCO3)c(=O)[nH]1,0.0,14,-16,6,-8,10,-1,-1.1,-4.9
NC(=O)C1CCN(/C=C2\C(=O)NC(=O)N(Cc3ccco3)C2=O)CC1,0.9,0,20,-6,-11,-4,-5,-0.15,1.6
O=C1C(c2ccccc2)=C(N2CC2)c2ccccc21,0.3,-5,0,4,-3,2,-16,-1.2,-1.1
CCOc1c(Cl)cc(CNCCc2c[nH]c3ccccc23)cc1OC,0.2,8,8,.,.,2,-3,0.27,4.4
O=C1OCCN1P(=O)(c1ccccc1)c1ccccc1,0.3,-4,2,0,.,-9,-8,-0.43,0.6
C=CCN1CC[C@]23c4c5ccc(O)c4OC2C(=O)CC[C@@]3(O)C1C5 (some centres undefined),-0.4,16,25,1,-4,2,3,1.5,0.8
O=C(c1cn(Cc2ccccc2)c2ccccc12)C1CC1,4.6,8,4,-7,7,-1,6,-0.31,-0.7
Cc1nc2ccccc2c(=O)n1-c1ccc(F)cc1F,-0.3,7,11,1,.,-1,-6,0.13,-0.9
CNC(C(=O)c1ccccc1)C(OC)c1ccc(C)cc1 (centres undefined),.,6,1,-12,.,-1,-3,0.56,1.2
C(#CCN1CCOCC1)COC/C=C/c1ccccc1,-0.2,3,1,-18,2,0,2,0.042,-1.1
Nc1c([N+](=O)[O-])cc(F)c(N2CCNCC2)c1Br,0.8,12,5,-11,11,7,-1,.,4.7
COc1ccccc1CCNCc1cc2c(cc1[N+](=O)[O-])OCO2,-0.3,16,-1,-5,-2,6,1,1.6,-0.1
C[C@H]1C[C@@H](C)C(=O)[C@@H]([C@H](O)CC2CC(=O)NC(=O)C2)C1,77*,9,-1,7,1,6,1,0.049,-1.5
CCOP(=O)(OCC)C(NC(=O)c1ccccc1)C(Cl)(Cl)Cl (centres undefined),0.0,5,0,-11,-1,0,-16,0.48,0.5
S=C1CN=C(c2ccccc2Cl)c2cc(Cl)ccc2N1,-0.3,10,7,-15,.,1,-2,5.8*,-3.7
CCCCCCOc1ccc(CN2CCN(CCO)CC2)cc1,0.9,3,1,1,1,4,1,0.11,-4.5
O=c1[nH]c(=O)n(Cc2ccccc2Cl)c(O)c1/C=C1/C=CC=N1,0.0,5,24,0,-45,0,0,0.85,-11
CCCCOC(=O)COc1cc(C)cc2oc(=O)c3c(c12)CCC3,0.2,24,2,7,0,21,2,-0.78,1.3
c1cncc(C2CCCCN2)c1 (centres undefined),0.7,6,3,-9,-12,-3,-10,0.55,0.3
O=c1c2ccccc2nc(-c2ccccc2)n1-c1nccs1,0.3,13,6,-22,14,5,-5,0.029,0.1
O=c1[nH]c(=O)n(C2CCCCC2)c(O)c1C=NCCCn1ccnc1,2.6,11,2,8,-7,7,0,0.75,2.1
O=C(COc1ccc(Cl)cc1)N1CCN(Cc2ccccc2)CC1,0.5,0,2,-7,-10,3,1,.,1.0
O=C1NC(=O)N(CCc2ccc(F)cc2)C(=O)/C1=C/c1cccs1,-0.4,5,149*,-6,6,-6,-2,0.3,-3.3
O=c1[nH]c(=O)n(-c2ccccc2Cl)c(O)c1C=NCCN1CCCCC1,0.3,12,1,-16,-2,-48,1,-0.085,-1.3
CCCC1C(C#N)=C(N)Oc2c1c(=O)oc1ccccc21 (centres undefined),1.1,19,5,-7,-3,12,0,-1.2,-1.3
CCN1CCC(O)(c2ccccc2)C(C(=O)c2ccccc2)C1 (centres undefined),0.6,.,-9,.,-5,.,.,-0.23,0.0
CCOc1cccc(=NC2CCCCC2)c2c(C)n(C)c(C)c12,7.5,6,18,4,.,4,-9,-2.7,-15
Cc1n[nH]c(C)c1CCN,1.4,10,0,-16,3,0,1,.,-0.4
CC(CO)(CO)N=Cc1c(O)n(-c2cccc3ccccc23)c(=O)[nH]c1=O,1.2,2,1,-11,9,-9,-9,.,1.2
Nc1cncc(C(=O)O)c1,0.1&3.6,4,4&-26,-6&-1,13&3,-6&-2,-4&-2,2.2&0.66,1.8&0.5
CCc1ccc2nc(N3CCC(C(=O)N4CCC5(CC4)OCCO5)CC3)sc2c1,0.5,12,25,-6,0,3,-1,-1.6,-1.5
CCCCn1c(N)c(C(=O)OCCOC)c2nc3ccccc3nc21,1.0,-12,66*,-6,7,-11,0,-2.8,1.1
O=C1N(c2ccccc2)C(c2cccnc2)N2CCCN12 (centres undefined),0.2,4,-1,.,.,-2,-4,0.21,0.3
C[n+]1c(-c2ccccc2)cc(CCCCc2cc(-c3ccccc3)[n+](C)c(-c3ccccc3)c2)cc1-c1ccccc1,1.1,13,20,4,-11,1,6,0.76,-4.3
CCC12CN3CCN(CC(C3)/C1=N/NC(=O)c1ccncc1)C2,2.5,6,26,-3,-7,-6,1,0.033,0.6
O=C(Nc1ccccc1)c1cc([N+](=O)[O-])ccc1N1CCNCC1,0.5,1,19,10,-2,-3,-3,0.38,2.1
COc1ccc(CC2C(=O)N(C)C(=O)N(C)C2=O)c(OC)c1,3.2,-19,-6,-19,.,-20,-4,-0.15,2.5
CCOC(=O)c1c(C)n(C(C)C)c2ccc(OC(=O)c3ccc(N4C(=O)CCC4=O)cc3)cc12,7.7,9,2,-7,1,0,-12,-0.27,3.1
O=c1c2ccccc2nc(/C=C/c2ccco2)n1-c1ccccc1O,1.4,4,-12,2,.,5,-3,-0.38,0.2
C/C(=N\N1CCCCC1c1cccnc1)c1c(O)n(C2CCCCC2)c(=S)[nH]c1=O (centres undefined),1.5,4,0,10,-21,-11,-2,1.5,0.1
O=C(C1CCCN(c2nnc(-n3cccc3)s2)C1)N1CCC2(CC1)OCCO2 (centres undefined),.,11,-12,-31,6,-4,-10,-0.55,1.6
CCOP(=O)(OCC)C(NC(=O)c1ccc(C)cc1)=C(Cl)Cl,0.0,7,0,-4,.,-4,-3,0.45,0.7
Cn1cccc1/C=C1\C(=O)NC(=O)N(CCC2=CCCCC2)C1=O,0.1,6,7,8,-12,8,-1,-0.6,-1.2
CCOP(=O)(OCC)C(CC)N1CCOCC1 (centres undefined),0.0,-2,-1,-18,15,-7,-2,1.6,0.5
C[C@@H]1C2C[C@@]34COC(=O)C3=CC=C[C@H]4[C@@]13C[C@H](c1ccoc1)O[C@@H]3O2,0.1,7,-9,-8,-3,0,-3,0.31,-0.3
CC(c1ccccc1)(c1ccccc1)c1ccncc1,-1.3,13,21,0,-4,21,-5,-0.94,-1.4
Cn1c(O)c(C=NCCN2CCNCC2)c(=O)[nH]c1=O,0.4,1,19,-1,.,-1,-8,-0.37,2.2
O=c1c2ccccc2nc(Cc2cccc([N+](=O)[O-])c2)n1-c1ccc(O)cc1,-0.5,2,7,3,-2,-8,-6,-0.014,0.7
COCCOC(=O)c1c(C)oc2ccc(OC(=O)N(C)C)cc12,-0.5,-3,-1,1,-7,0,-3,-0.58,-1.9
c1ccc2sc(C3CCCNC3)nc2c1 (centres undefined),-2.3,2,-4,-20,-9,-6,-1,0.51,0.6

2 entries from above, reformatted.
Values in the order: L929 necroptosis | FXIIa inh 1536 | Hck-Nef inh | KLK5 inh | Rad51 HR inh | FXIa inh 1536 | thrombin 1536 | KCC2 mod | TNF necrop inh
N#Cc1c(/N=C/C2C(=O)NC(=S)NC2=O)sc2c1CCCC2
    2.2 | 8 | 14 | -4 | -11 | 1 | . | -1.2 | 0.5
O=C(COc1ccc(Br)cc1)N1CCN(Cc2c[nH]c3ccccc23)CC1
    0.1 | -16 | -20 | -11 | . | -4 | -5 | 0.017 | -12

(more compounds)
Compound,L929 necroptosis,FXIIa inh 1536,Hck-Nef inh,KLK5 inh,Rad51 HR inh,FXIa inh 1536,thrombin 1536,KCC2 mod,TNF necrop inh
COCCNC(=O)c1c(NC(=O)c2ccc(Br)o2)n(Cc2ccccc2)c2nc3ccccc3nc12,.,8,5,-10,.,6,-1,0.068,1.4
COCCCn1c(N)c(C(=O)NCc2ccco2)c2nc3ccccc3nc21,1.2,-4,43,-3,.,2,6,-0.65,-7.9
Cn1cc(C(=O)NCc2ccccc2)c2ccccc21,3.1,3,-12,-3,4,-5,-5,0.016,-3.6
Cc1ccsc1C(=O)C1CCCN(Cc2cccn2-c2ccccn2)C1 (centres undefined),-1.7,9,25,2,-4,0,-2,-1.3,2.9
C(=NC12CN3CN(CN(C3)C1)C2)c1cccs1,-0.1,39,2,-9,5,10,2,0.83,-3.7
O=C(O)C(O)(c1ccccc1)C1CCCC1 (centres undefined),-0.1,5,1,5,-9,-1,-4,.,-0.4
Cc1ccccc1-n1c(O)c(/C=N/NC(=O)c2ccncc2)c(=O)[nH]c1=O,0.7,5,15,-13,-7,4,1,0.71,0.4
CC1CN=C(Nc2ccc(N(C)C)cc2)S1 (centres undefined),0.9,23,0,-5,3,11,4,.,0.1
COc1ccc(C(O)P(=O)(OC(C)C)OC(C)C)cc1 (centres undefined),0.4,2,17,-1,9,-2,-4,-0.57,-0.1
COc1ccc(C=O)cc1O,4.6,17,-2,-5,6,3,3,0.29,0.4
O=C(c1cc2ccccc2oc1=O)N1CCC2(CC1)OCCO2,0.7,30,0,-2,-2,20,5,-0.066,-0.2
Cc1ccc(C(O)(C(=O)NNC(=O)CN2CCN(C)CC2)c2ccc(C)cc2)cc1,0.6,3,3,-25,.,1,-4,-0.96,1.4
CCC(C)n1c(O)c(C=NCc2cccnc2)c(=O)[nH]c1=S (centres undefined),-0.2,14,15,4,.,4,2,-0.073,-1.0
Cc1ccc(C(=O)Nc2ccc(Cl)cc2C(=O)c2ccccc2)cc1,-0.4,.,-1,.,-3,.,.,0.58,-4.0
